Source: PubChem BioAssay
PLK1 PBD inh: PLK1 (human) polo-box domain binding inhibition. P53350. Plk1 PBD binding of FITC phosphopeptide, fluorescence polarization. Potency, µM, for inactives: max response, negative = inhibition, most hits filed as inhibitors. 2.8% of 360,000 active. AID 720504; further: potency means the concentration at half of the fitted maximal effect; series mostly up to about 57 µM; on the % scale 0 is the no-effect control and ±100 the full control effect; nearly all actives have a fitted effect of over 65% in size
Target sequence (P53350 whole entry, looked up, the tested form may be a part): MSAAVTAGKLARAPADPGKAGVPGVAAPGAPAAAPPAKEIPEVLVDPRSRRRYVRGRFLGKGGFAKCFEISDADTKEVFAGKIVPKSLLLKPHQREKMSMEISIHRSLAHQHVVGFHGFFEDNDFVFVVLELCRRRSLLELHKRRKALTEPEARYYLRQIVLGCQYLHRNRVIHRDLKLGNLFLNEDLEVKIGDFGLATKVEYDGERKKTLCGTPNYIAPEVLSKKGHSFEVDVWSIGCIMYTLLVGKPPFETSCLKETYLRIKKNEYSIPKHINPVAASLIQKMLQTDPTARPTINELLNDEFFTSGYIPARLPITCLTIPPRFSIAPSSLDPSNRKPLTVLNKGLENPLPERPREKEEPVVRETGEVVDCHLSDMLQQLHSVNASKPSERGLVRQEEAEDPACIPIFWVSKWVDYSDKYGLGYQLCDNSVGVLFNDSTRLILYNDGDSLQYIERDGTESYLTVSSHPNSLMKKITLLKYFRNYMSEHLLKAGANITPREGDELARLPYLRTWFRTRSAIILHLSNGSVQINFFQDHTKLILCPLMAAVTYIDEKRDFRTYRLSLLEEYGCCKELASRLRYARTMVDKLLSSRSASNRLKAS
HEK293 tox: cytotoxic in the GLP-1 receptor inverse agonist counter-screen | Potency, µM (titrated, usually from 38.3 µM), without a hit: at the highest dose activity change, negative = inhibition, actives largely listed as inhibitors | HEK293 cAMP-luciferase reporter cells, luminescence, 24 h | 0.13% of 410,000 active;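 further: loss of luciferase light is scored as toxicity; potency means the concentration at half of the fitted maximal effect; on the % scale 0 is the no-effect control and ±100 the full control effect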
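Compound-treated cells are incubated 24 hr at 37 deg C under 5% CO2 after a 12 hour attachment period, then luciferase detection reagent is added and luminescence is measured following 12 min at room temperature; lowered signal indicates toxicity.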
EPAC1 agonist: EPAC1 (human) agonism; O95398; EPAC1 agonist qHTS, biochemical assay; response scale: 100% = response to 6.5 mM cAMP; Potency, µM (series often up to 154 µM), for the others: top-dose activation, actives largely listed as activators; 0.073% of 360,000 active; AID 720707; further: potency means the concentration at half of the fitted maximal effect; nearly all actives have a fitted effect of over 60% in size
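Read-out is the fluorescence drop as BODIPY-GDP leaves Rap1B (480 nm excitation, 540 nm emission), recorded every 5 minutes over 30 minutes. Reactions held 100 nM EPAC1, 250 nM Rap1B–BODIPY-GDP and 50 uM GDP, with 6.5 mM cAMP setting full activation.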
IL-2 act: activates IL-2 in a cell-based reporter assay. IL-2 activation reporter assay, cell-based qHTS; stimulated with anti-CD3/CD4/CD28 beads; in transgenic mouse T cells. activation, % (series mostly up to about 46 µM). 0.065% of 360,000 active. AID 652025; in the data active means activation above about 50%; inconclusive means mostly about 30% to 49%; further: 0% is about no effect
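Quantitative HTS in unstimulated transgenic mouse T cells, with memory T cells as non-tolerant control and PMA/ionomycin as tolerance-bypass control. Compound pretreatment lasted 60 minutes before 18 h bead stimulation; EGFP/DsRed fluorescence read.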
EPAC1 antagonist: blocks human EPAC1 exchange factor; EPAC1 GEF assay, Rap1b-BODIPY-GDP exchange fluorescence; O95398; 0.14% of 360,000 active; Potency, µM (titrated, usually from 115 µM), for inactives: at the top dose activity change, negative = inhibition, usual class: inhibitors;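 further: potency means the concentration at half of the fitted maximal effect; plate controls were vehicle for no effect and positive control for full effect; nearly all actives have a fitted effect of over 50% in size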
PI5P4K alpha inh: PI5P4K alpha (human) kinase inhibition; max response, %; PI5P4Kalpha enzyme, ADP-Glo luminescence, 60 min; hits give low values; 1.2% of 330,000 active; P48426; active means max response of -50% or lower; inconclusive means between -30% and -50%; inactive means -30% or higher; further: value at the top dose of about 77 µM; on the % scale 0 is the no-effect control and ±100 the full control effect
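ADP-Glo luminescence end-point read after a 60 min room-temperature kinase reaction of PI5P4Kalpha plus substrate, initiated with ATP at 5 microM final. Buffer: 0.038 M HEPES pH 7.4, EGTA, 0.1% CHAPS, 5% DMSO.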
GLP1R inv ag: GLP-1 receptor (human) inverse agonism; Potency, µM (highest dose often 38.3 µM), for the others: top-dose activity change, negative = inhibition, usual class: inhibitors; P43220; 1.6% of 410,000 active; HEK293 GLP-1R CRE-luciferase, luminescence, 24 h; GLP-1R form is constitutively active; AID 624417; further: potency means the concentration at half of the fitted maximal effect; on the % scale 0 is the no-effect control and ±100 the full control effect; nearly all actives have a fitted effect of over 55% in size
Target sequence (P43220 whole entry, looked up): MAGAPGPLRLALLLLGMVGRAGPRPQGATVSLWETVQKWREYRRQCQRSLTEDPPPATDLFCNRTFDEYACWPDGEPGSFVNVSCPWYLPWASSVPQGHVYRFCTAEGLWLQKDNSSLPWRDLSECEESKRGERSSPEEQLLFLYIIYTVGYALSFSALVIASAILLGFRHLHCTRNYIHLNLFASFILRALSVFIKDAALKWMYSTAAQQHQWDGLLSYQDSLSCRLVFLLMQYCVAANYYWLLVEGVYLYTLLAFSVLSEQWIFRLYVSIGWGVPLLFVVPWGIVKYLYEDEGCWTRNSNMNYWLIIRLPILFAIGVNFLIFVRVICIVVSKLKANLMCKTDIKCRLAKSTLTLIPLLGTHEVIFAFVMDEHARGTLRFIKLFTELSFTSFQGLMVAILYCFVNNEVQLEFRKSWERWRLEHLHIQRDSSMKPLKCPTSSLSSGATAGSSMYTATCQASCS
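Stable HEK293 clone (constitutively active GLP-1R + cAMP-response luciferase); 200 cells/uL plated, 12 h pre-culture, compound 24 hr, 37 deg C/5% CO2; detection reagent 12 min RT; luminescence.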
PTHR1 agonist: agonists of human PTHR1 parathyroid hormone receptor; HEK293 GP2 PTHR1 cells, GloSensor cAMP luminescence, 1 h; 0.075% of 410,000 active; AID 743266; Potency, µM (highest dose often 115 µM), for the others: top-dose activation, usual class: activators; further: potency means the concentration at half of the fitted maximal effect; nearly all actives have a fitted effect of over 55% in size; some results filed as inactive show a strong effect at the top dose; inactives centre near -15; many of its hits are not listed in these tables
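HEK-293-derived GP2 cells expressing PTHR1 and a GloSensor cAMP reporter, 3,000/well, plated overnight, given luciferin plus IBMX (each 0.5 mM as added) for 1 h at 37 °C, then compound for 1 h at 37 °C. Luminescence was read after 15 min at room temperature.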
GLP-1R agonist: agonists of human GLP-1 receptor; AID 624172; HEK293 GLP-1R CRE-luciferase, luminescence, 4-6 h; cells express a hypersensitive GLP-1R form; Potency, µM (highest dose often 45.6 µM), without a hit: at the highest dose activation, most hits filed as activators; 0.007% of 380,000 active; further: potency means the concentration at half of the fitted maximal effect; % of control where 0% means no effect
* hit, by the source's call; i = inactive; ? = inconclusive; . = not tested or not shown; [ ] = another dose, or the depositor's remark. Unless noted, the call rests on the fitted dose curve; in most records, active means well fitted curve in the direction sought with a large enough effect; inconclusive means small, poorly fitted or top-dose-only effect, or another doubt; inactive means no such curve, though single readings can be large; an effect the other way counts as inactive or inconclusive.

SMILES | PLK1 PBD inh | HEK293 tox | EPAC1 agonist | IL-2 act | EPAC1 antagonist | PI5P4K alpha inh | GLP1R inv ag | PTHR1 agonist | GLP-1R agonist
Cc1ccc(/C=N/NC(=O)Cc2cccs2)o1 | -14% | 1% | 9% | -0.1 | 0% | -7 | 27% | i | 1%
Cc1cccc(-c2nc(S(=O)(=O)c3ccccc3)c(N3CCOCC3)o2)c1 | -22% | 0% | -11% | -0.3 | -12% | 4 | -3% | -37%[inhibitor] | -2%
O=C(c1ccccc1)N1CCCCCC1 | 1% | -17% | -7% | -0.1 | 12% | 7 | 3% | i | 3%
CCOC(=O)c1c(C(C)(C)C)oc2ccc(O)cc12 | -1% | -22% | 8% | -0.3 | -8% | 3 | ? | -5%[57.5 µM] | -8%
COC(=O)C[C@H]1CC[C@H](NC(=O)c2cccc(F)c2)[C@@H](CO)O1 | 2% | 3% | -6% | -0.2 | 12% | 6 | 19% | -20% | .
CC1CCCN(S(=O)(=O)c2ccc(S(=O)(=O)N3CCCN(Cc4ccccc4)C3)cc2)C1 (stereo not given) | 0% | 3% | -6% | -0.5 | 19% | . | 2% | i | -10%
COc1cccc2sc(N(CCCN(C)C)C(=O)COc3ccc(Cl)cc3)nc12 | -2% | -28% | -7% | -0.4 | -9% | 6 | -23% | -2% | 7%
O=C(O)Cn1c(SCCOc2ccccc2F)nc2ccccc21 | 19µM* | 2% | -10% | -2.8 | 12% | -29 | 5% | i | -10%
O=C(N/N=C/c1ccsc1)c1cc(O)cc(O)c1 | 0% | 4% | -5% | 5.6 | 4% | -11 | 0% | -10% | -3%
O=C1Nc2cccnc2Sc2ccccc21 | -10% | 12% | 3% | -0.5 | 8% | . | 0% | i | -2%
O=C(Nc1ccc(OC(F)(F)F)cc1)c1[nH]ncc1[N+](=O)[O-] | -29% | -27% | -12% | 1.1 | -28% | 1 | -29% | -66%[inhibitor] | -1%
CC1CN(C(=O)COC(=O)c2ccc(O)cc2)CC(C)O1 (stereo not given) | -13% | 5% | 12% | -4.2 | -17% | -27 | 22% | ? | 11%
CCOC(=O)C1CCCN(C(=O)c2ccc3c(c2)N(Cc2ccc(Cl)cc2)C(=O)c2ccccc2S3=O)C1 (stereo not given) | . | -4% | . | . | . | . | -27% | -17% | -4%
O=C(NN=C1CCN(Cc2ccccc2)CC1)c1cc2ccccc2cc1O | -4% | 15% | -4% | 0.0 | ? | ? | 12% | ? | -17%
CN(C)C(CNC(=O)CCc1c[nH]c2ccccc12)c1ccccc1 (stereo not given) | 1% | -26% | -11% | -1.5 | ? | 13 | ? | -8% | 5%
CC(=O)Nc1ccc(NC(=O)CS(=O)(=O)c2cn(CC(=O)N3CCC(C)CC3)c3ccccc23)cc1 | 6% | -7% | -27% | 1.2 | -14% | -20 | 33%[activator] | -12% | 0%
O=c1[nH]nc(SCc2ccccc2)n1C1CC2C=CC1C2 (stereo not given) | -9% | 11% | -8% | -1.8 | -6% | 0 | ? | i | 23%
OC(COc1ccc2ccccc2c1Br)Cn1ccnc1 (stereo not given) | -7% | 4% | 18% | 0.3 | -10% | 24 | ? | -20%[57.5 µM] | 30%
CC(=O)NCCC(=O)Nc1sc2c(c1-c1nc3ccccc3[nH]1)CCCC2 | -12% | -28% | -2% | -0.6 | -10% | -28 | ? | -16%[57.5 µM] | ?
O=C(c1ccco1)N1CCN(C(=O)c2ccc(COc3ccc(F)cc3)o2)CC1 | -13% | 9% | -7% | 1.8 | -2% | -2 | -11% | -5%[57.5 µM] | 8%

The last 2 entries of the part above lead into the next.
SMILES | PLK1 PBD inh | HEK293 tox | EPAC1 agonist | IL-2 act | EPAC1 antagonist | PI5P4K alpha inh | GLP1R inv ag | PTHR1 agonist | GLP-1R agonist
CC(=O)NCCC(=O)Nc1sc2c(c1-c1nc3ccccc3[nH]1)CCCC2 | -12% | -28% | -2% | -0.6 | -10% | -28 | ? | -16%[57.5 µM] | ?
O=C(c1ccco1)N1CCN(C(=O)c2ccc(COc3ccc(F)cc3)o2)CC1 | -13% | 9% | -7% | 1.8 | -2% | -2 | -11% | -5%[57.5 µM] | 8%
COc1ccc(N2CCN(C(=O)C3CCN(S(=O)(=O)c4c(C)noc4/C=C/N(C)C)CC3)CC2)cc1 | 5% | -13% | -5% | -2.8 | -5% | -1 | 2% | -9% | 3%
CN(C(=O)c1cc(-c2ccccc2)on1)C1CCCCC1 | -11% | 6% | 0% | -0.4 | ? | -5 | ? | -21% | 20%
COc1cc(-c2noc(C)c2C(=O)NCCO)cc(OC)c1OC | 2% | 8% | -10% | 0.1 | -16% | 4 | 9% | i | -2%
Cc1ccc(S(=O)(=O)Oc2ccc(C3C4=C(CCCC4=O)OC4=C3C(=O)CCC4)cc2)cc1 | -2% | -15% | -4% | -0.8 | -21% | -2 | 1% | -12%[57.5 µM] | 2%
CCCCn1c(N)c(N(CC(C)C)C(=O)c2ccc(Br)s2)c(=O)[nH]c1=O | -1% | 7% | 5% | -3.3 | -1% | 4 | 22% | -7% | -7%
CCNc1nc(NCC)n2c(SCC(=O)c3ccc(C(C)C)cc3)nnc2n1 | -20% | -1% | 3% | 2.8 | -6% | 2 | -3% | -7% | 12%
CC1Cc2nc(SCC(=O)N3CCCc4ccccc43)n(C)c(=O)c2S1 (stereo not given) | -18% | -18% | -6% | -3.8 | ? | -8 | 3% | -53%[inhibitor] | 6%
Cc1ccc(NC(=O)c2nnn(Cc3ccccc3)c2N)cc1C | . | 1% | . | . | . | . | 8% | i | 2%
CCCc1cc(=O)[nH]c(SCC(=O)c2cc(C)n(C)c2C)n1 | -9% | 2% | 3% | 0.9 | 8% | -9 | -16% | 15%[57.5 µM] | 11%
COc1cc(/C=C(/NC(=O)c2ccccc2)C(=O)Nc2cccc(O)c2)c([N+](=O)[O-])cc1OC | -1% | -10% | 7% | 3.6 | -18% | 5 | -19% | i | -13%
COc1ccccc1N1CCN(C(=O)c2ccc(N3CCCC3=O)cc2)CC1 | -1% | -8% | -4% | 1.8 | 8% | 0 | -9% | -1%[57.5 µM] | -16%
COCCNC(=O)c1sc2ncn(CC(=O)Nc3ccc(C)c(Cl)c3)c(=O)c2c1C | -8% | -8% | 2% | -3.8 | -2% | 4 | -8% | -18% | 4%
N#Cc1ccc(C(=O)OCC(=O)Nc2cccc(S(=O)(=O)NC3=NCCC3)c2)cc1 | -4% | 10% | -4% | 0.1 | -19% | -20 | 1% | i | -2%
O=C1C2C3C=CC(C3)C2C(=O)N1c1ccc(-c2nc3ccccc3c(=O)o2)cc1 (stereo not given) | -6% | 3% | 9% | 0.2 | 15% | 4 | 6% | -17% | 4%
CC1CCCC(C)N1C(=O)COC(=O)c1cc(=O)[nH]c2ccccc12 (stereo not given) | 0% | -2% | 2% | -0.9 | -1% | 3 | 8% | -6% | 17%
Cc1nn(C2CCS(=O)(=O)C2)c(Cl)c1/C=C/C(=O)OCC(=O)c1cc(C)n(-c2ccc(F)cc2)c1C (stereo not given) | -3% | 5% | 4% | -3.5 | 4% | -7 | ? | -42%[inhibitor] | 9%
COc1ccc(S(=O)(=O)Nc2cccc(S(=O)(=O)NC3=NCCC3)c2)cc1[N+](=O)[O-] | -4% | 11% | 0% | -2.7 | 15% | 2 | 11% | -46%[inhibitor] | 2%
Cc1ccc(S(=O)(=O)N2CCOCC2)cc1C(=O)OCCOc1cccc(Cl)c1 | -3% | 1% | 9% | -2.6 | -10% | 18 | ? | -15% | 3%
CC1=C(C(=O)N2CCOCC2)CC(CC(=O)NC2CCCC2)C(=O)N1Cc1ccccc1 (stereo not given) | -10% | 9% | -16% | -2.6 | 8% | -1 | -2% | -10% | 8%
O=C(Cn1cnc2ccccc2c1=O)OCC(=O)c1ccc2c(c1)OCCO2 | 30µM* | -10% | 0% | 4.6 | -12% | 0 | 3% | -1%[57.5 µM] | -12%

Profiles from above.
Cc1ccc(S(=O)(=O)N2CCOCC2)cc1C(=O)OCCOc1cccc(Cl)c1 is listed with PLK1 PBD inh: -3%; HEK293 tox: 1%; EPAC1 agonist: 9%; IL-2 act: -2.6; EPAC1 antagonist: -10%; PI5P4K alpha inh: 18; GLP1R inv ag: ?; PTHR1 agonist: -15%; GLP-1R agonist: 3%
CCCc1cc(=O)[nH]c(SCC(=O)c2cc(C)n(C)c2C)n1 is listed with PLK1 PBD inh: -9%; HEK293 tox: 2%; EPAC1 agonist: 3%; IL-2 act: 0.9; EPAC1 antagonist: 8%; PI5P4K alpha inh: -9; GLP1R inv ag: -16%; PTHR1 agonist: 15%[57.5 µM]; GLP-1R agonist: 11%
O=C1C2C3C=CC(C3)C2C(=O)N1c1ccc(-c2nc3ccccc3c(=O)o2)cc1 (stereo not given) is listed with PLK1 PBD inh: -6%; HEK293 tox: 3%; EPAC1 agonist: 9%; IL-2 act: 0.2; EPAC1 antagonist: 15%; PI5P4K alpha inh: 4; GLP1R inv ag: 6%; PTHR1 agonist: -17%; GLP-1R agonist: 4%

(continued)
SMILES | PLK1 PBD inh | HEK293 tox | EPAC1 agonist | IL-2 act | EPAC1 antagonist | PI5P4K alpha inh | GLP1R inv ag | PTHR1 agonist | GLP-1R agonist
Cc1cc(NC(=O)c2cccnc2)cc(-c2nc3cc(Cl)ccc3o2)c1O | . | 4% | . | . | . | . | 0% | i | 0%
CCOC(=O)Sc1nc2ncncc2[nH]1 | -15% | 8% | 1% | -2.5 | 3% | -17 | 18% | 3% | 4%
CC(OC(=O)c1ccco1)C(=O)Nc1ncc(Cl)cc1Cl (stereo not given) | -3% | -2% | 11% | -2.4 | -11% | 1 | 2% | i | -1%
O=C(Nc1ccc2nsnc2c1)NC1CCCCC1 | -4% | 28% | -10% | -2.4 | -12% | -11 | -6% | -1% | -3%
CCC(C)NC(=O)c1nn(Cc2ccccc2)c(=O)c2ccccc12 (stereo not given) | -13% | ? | 3% | -0.7 | -7% | -4 | ? | -1% | 23%
COC(C[C@H](O)[C@H](C)[C@H](O)COCc1ccccc1)OC | 1% | 7% | -11% | 0.0 | 1% | -1 | 1% | 8% | -1%

Only part of the results is shown; rates above refer to the full screens.
